Bioassay records: PubChem BioAssay, The Scripps Research Institute Molecular Screening Center
GPR151 ag: activates the human receptor GPR151 | PathHunter beta-arrestin GPR151 cells, luminescence | activation, % at 11.2 µM | 650,000 compounds, 1% hits | AID 1508602; in the data active means activation above about 4.9%;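 further: 0% = median of compound wells and 100% = cells with positive control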
TEAD-YAP block: TEAD-YAP interaction inhibition | inhibition, % at 9.12 µM | AID 1259422 | HEK-TIYL cells, TEAD-Gal4/YAP UAS-luciferase luminescence | 640,000 compounds, 1.4% hits; in the data active means inhibition above about 32%;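 further: 0% = median of test compound wells and 100% = reference inhibitor wells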
MITF inh: human MITF inhibition, primary screen; inhibition, % at 2.6 µM; 650,000 compounds, 0.91% hits; AlphaScreen MITF homodimerization, bead proximity signal; in the data active means inhibition above about 50%;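 further: 0% = vehicle wells with protein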
FBW7 activator: human FBW7 E3 ligase activation, primary screen; Q969H0; AlphaScreen FBW7–phospho-cyclin E peptide binding, activator screen; normalized activity (activation), % at 26.1 µM; 650,000 compounds, 0.13% hits; AID 1259310; in the data active means normalized activity above about 1.9%;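 further: purified mutant Fbw7 with reduced substrate affinity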
Target sequence (Q969H0 whole entry, looked up): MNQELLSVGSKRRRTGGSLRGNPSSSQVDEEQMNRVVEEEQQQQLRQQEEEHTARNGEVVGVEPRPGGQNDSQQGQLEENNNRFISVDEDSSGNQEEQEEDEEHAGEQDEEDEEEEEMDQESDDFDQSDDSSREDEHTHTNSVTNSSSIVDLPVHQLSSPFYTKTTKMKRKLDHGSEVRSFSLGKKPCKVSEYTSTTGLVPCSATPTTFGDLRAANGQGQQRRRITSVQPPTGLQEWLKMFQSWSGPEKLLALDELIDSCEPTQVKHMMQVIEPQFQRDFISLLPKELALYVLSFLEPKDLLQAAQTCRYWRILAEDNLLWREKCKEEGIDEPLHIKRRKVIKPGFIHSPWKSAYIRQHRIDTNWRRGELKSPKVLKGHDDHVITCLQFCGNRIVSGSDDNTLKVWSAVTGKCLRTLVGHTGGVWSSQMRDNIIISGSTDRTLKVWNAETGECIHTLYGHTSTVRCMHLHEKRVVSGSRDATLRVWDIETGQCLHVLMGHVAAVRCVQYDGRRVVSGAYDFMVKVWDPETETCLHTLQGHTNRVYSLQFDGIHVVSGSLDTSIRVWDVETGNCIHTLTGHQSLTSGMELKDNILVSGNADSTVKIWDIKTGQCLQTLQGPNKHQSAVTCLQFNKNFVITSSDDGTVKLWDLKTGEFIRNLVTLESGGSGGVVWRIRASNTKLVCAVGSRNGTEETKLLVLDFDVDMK
The depositor's hits bear a star; & = joins results of further samples.

SMILES | GPR151 ag | TEAD-YAP block | MITF inh | FBW7 activator
CCOP(=O)(OCC)C(NC(=O)c1ccco1)C(=O)c1ccc(C)cc1 (configuration not stated) | -1.1 | -1 | -11 | 0.1
COc1ccc(C2C(C(=O)Nc3ccc(C)cc3)=C(C)Nc3ncnn32)cc1OC (configuration not stated) | 0.7 | -11 | 69* | 0.1
O=C(O)CSc1nnc(-c2ccc(Br)cc2)n1Cc1ccco1 | 0.3 | -1 | 2 | -0.1
O=C(NC(=S)NCc1ccccc1)c1ccc2c(c1)OCO2 | -0.4 | -15 | 9 | 0.1
O=C(NC1(C(F)(F)F)Oc2ccccc2O1)N1CCN(c2ccccc2)CC1 | 0.8 | -5 | 3 | -0.1
CNc1onc(-c2ccnc(Nc3ccc(N4CCOCC4)cc3)c2)c1-c1ccc(F)cc1 | 1.4 | 5 | 2 | 0.0
COCCn1nnnc1CN1CCN(Cc2ccccc2)CC1 | -0.6 | 2 | 0 | 0.0
CC(=O)Oc1ccc(C(=O)Nc2ccc3nc(-c4ccccc4)oc3c2)cc1 | 0.2 | -62 | 1 | 0.0
Cc1ccc2nc(SCC(=O)NNC(=O)COc3ccc(Cl)cc3)[nH]c2c1 | 0.5 | 9 | -1 | 0.2
CC1C2CCCN2CCN1Cc1cccc([N+](=O)[O-])c1 (configuration not stated) | 9.7* | -8 | 5 | 0.6
COc1ccc(N(C(C)C(=O)Nc2cccc(C(C)=O)c2)S(C)(=O)=O)cc1 (configuration not stated) | -1.3 | -3 | 18 | 0.6
CCc1nnc(NC(=O)CSc2nc(-c3cccs3)cc(C(F)(F)F)c2C#N)s1 | -0.4 | 9 | 1 | 0.0
COC(=O)C(C)CN1CCN(C)CC1 (configuration not stated) | 0.1 | -3 | 60* | -0.2
CCCCc1cc(CCCC)n2nc(-c3ccccc3)cc2n1 | -0.4 | -8 | -11 | 0.1
CCOC(=O)c1ccccc1NCN1C(=O)c2ccccc2C1=O | -0.6 | -5 | 0 | -0.1
O=C(NCc1cccnc1)C1CC(c2cccc(Br)c2)=NO1 (configuration not stated) | 1.5 | -4 | 6 | 0.4
O=C1CC(c2ccccc2)n2ncnc2N1 (configuration not stated) | 0.1 | 1 | -13 | -0.1
Cc1ccc(NC(=O)/C=C/c2ccc(Br)o2)cc1 | -0.9 | -37 | 16 | 0.0
O=S(=O)(Nc1ncccn1)c1ccc(NC(=S)Nc2cccnc2)cc1 | 1.2 | -1 | 4 | -0.1
O=c1[nH]c(=O)n(-c2cccc(Cl)c2)c(O)c1C=Nc1ccc(O)cc1 | -0.5 | 4 | -6 | -0.1
O=C(CSc1nnc(-c2ccc(OC(F)F)cc2)o1)NC(=O)NCc1ccco1 | 1.2 | -1 | 12 | -0.1
O=C(CCCCCN1C(=O)c2ccccc2C1=O)Nc1ccccc1NC(=O)c1cccc(C(F)(F)F)c1 | 1.0 | 2 | 3 | 0.1
O=C(Nc1nnc(-c2ccncc2)o1)C1CC1 | -1.6 | -10 | 1 | -0.1
CCOC(=O)c1ccc2c(=O)n(Cc3ccccc3)c(SCC(=O)c3ccccc3)nc2c1 | 0.3 | -3 | -8 | -0.2

Profiles, looked up by structure. Values in the order: GPR151 ag | TEAD-YAP block | MITF inh | FBW7 activator
O=C1CC(c2ccccc2)n2ncnc2N1 (configuration not stated) is listed with 0.1 | 1 | -13 | -0.1
Cc1ccc(NC(=O)/C=C/c2ccc(Br)o2)cc1 is listed with -0.9 | -37 | 16 | 0.0

(more compounds)
SMILES | GPR151 ag | TEAD-YAP block | MITF inh | FBW7 activator
O=C(Cn1cnc2c(cnn2-c2ccc(F)cc2)c1=O)c1ccccc1 | 0.8 | 3 | 11 | 0.1
CCOc1ccccc1C1c2[nH]c3ccccc3c2CCN1C(=O)c1nc2ncccn2n1 (configuration not stated) | -1.7 | -4 | 0 | -0.2
O=C(NCc1ccccc1)C(=O)NCC1OCCN1S(=O)(=O)c1cc(F)ccc1F (configuration not stated) | -1.5 | -2 | 22 | 0.4
CS(=O)(=O)c1ccc2nc(NC(=O)c3c(C(=O)O)cccc3[N+](=O)[O-])sc2c1 | -0.6 | -1 | 18 | 0.0
COc1ccc(-c2cc(=O)oc3cc(O)ccc23)cc1 | 4.1 | 14 | 3 | 0.3
Cc1cccc(N2C(=O)c3ccc(-c4nc5ccccc5c(=O)o4)cc3C2=O)c1 | -0.2 | -1 | 0 | -0.1
O=C(N/N=C/c1ccccc1Cl)c1ccc(Cl)cc1O | 2.7 | -8 | -5 | 0.0
O=C1C2CC=CCC2C(=O)N1CCc1ccccc1Cl (configuration not stated) | -1.4 | -6 | 0 | 0.1
O=C1NC(=O)N(c2ccc(F)cc2)C(=O)/C1=C/c1ccc(O)c(Cl)c1 | 1.9 | 3 | 20 | 0.1
O=C(Nc1cccc([N+](=O)[O-])c1)C1CC1 | 0.1 | 0 | -14 | -0.2
CCCCC(C)NCC1CCCCC1 (configuration not stated) | -0.1 | -3 | -5 | -0.1
COc1cccc(C2CC(c3cccs3)=NN2C(=O)CSc2nc3ccccc3s2)c1OC (configuration not stated) | 0.7 | -5 | 7 | 0.0
CCOC(=O)CCCN1C(=O)S/C(=C/c2ccccc2)C1=S | 0.4 | -1 | 17 | -0.1
O=C(NCc1cccnc1)C(NS(=O)(=O)c1cccc2nsnc12)c1ccccc1 (configuration not stated) | -0.7 | 0 | -16 | -0.1
CCN1CCN(C(=O)c2ccc3c(=O)n(Cc4ccccc4OC)c(=S)[nH]c3c2)CC1 | 1.5 | -2 | -6 | -0.1
CCOC(=O)c1ccc(NC(=O)CN2C(=O)CC(C)(C)Sc3ccccc32)cc1 | 0.6 | -11 | -6 | 0.4
CCCCn1c(=O)c2c(nc3n2CCCN3c2ccccc2)n(C)c1=O | 0.1 | -3 | 1 | 0.0
CCOc1ccc(C(=O)Nc2cccc(NC(=O)c3cccs3)c2)cc1[N+](=O)[O-] | 3.4 | -2 | -7 | -0.1
CCOc1ccc(NC(=O)c2ncn[nH]2)cc1 | -0.1 | 39* | 0 | -0.1
CC1=CCC(/C=N/NC(=O)COc2ccccc2C#N)C(C)C1 (configuration not stated) | -0.3 | -14 | -7 | 0.0
CN(Cc1ccccc1)S(=O)(=O)c1ccc(NC(=O)C(C)(C)C)cc1 | -1.0 | -11 | 7 | 0.6
CCOc1ccccc1/C=C1\N=C(c2cccc(C)c2)OC1=O | 9.7* | -11 | 1 | 0.0
NS(=O)(=O)c1ccc(NC(=O)COc2ncnc3c2cnn3-c2ccccc2)cc1 | 0.8 | 9 | 6 | 0.0
Cc1ccc(CN2CCN(CCCc3ccccc3)C(CCO)C2)s1 (configuration not stated) | -1.4 | 3 | 3 | 0.0
CN(C)c1cccc(CNC2CCN(CCc3ccccn3)CC2)c1 | 0.4 | 2 | 1 | -0.2
CN1CCN(c2ccc(CNS(=O)(=O)Cc3ccc(Cl)cc3)cc2)CC1 | 0.3 | -1 | 3 | -0.1
CCOC(=O)c1oc2ccccc2c1NC(=O)c1cccc(OC)c1 | 0.2 | -11 | -4 | 0.4
c1ccc(CCc2nn3c(-c4ccncc4)nnc3s2)cc1 | 2.8 | 31 | 9 | -0.6
Cn1c(=O)c2c(nc(NCc3ccco3)n2Cc2ccc(Cl)c(Cl)c2)n(C)c1=O | 1.0 | 22 | 0 | -0.1
CCOCCCNC(=O)c1nnc(-c2cccc(Cl)c2)o1 | -0.9 | -12 | -3 | 0.3
O=C1Nc2ccc(C(F)(F)F)cc2N2CCCC12 (configuration not stated) | 0.9 | -1 | 2 | -0.1
CCOC(=O)OC(C)OC1=C(C(=O)Nc2ccccn2)N(C)S(=O)(=O)c2ccccc21 (configuration not stated) | -0.9&-0.5 | -3&-5 | -16&-7 | 0.2&0.2
CC1CCCN(c2ncnc3c(-c4ccccc4)nsc23)C1 (configuration not stated) | 1.1 | 80* | 0 | 0.0
CCOc1ccccc1NC(=O)CNS(=O)(=O)c1ccc2nc(C)sc2c1 | -0.4 | -1 | 3 | 0.0
COC(=O)Cc1c(C)c2ccc(OCC(=O)Nc3ccc(Cl)cc3)cc2oc1=O | 0.8 | 2 | 4 | 0.0
CCOC(=O)c1[nH]c2c(c1C)C(=O)CC(c1ccco1)C2 (configuration not stated) | 2.2 | 58* | 21 | -0.1
COc1ccc(C2CC(C(F)(F)F)n3nc(C(=O)N4CCCCCC4)c(Cl)c3N2)cc1OC (configuration not stated) | -0.5 | 22 | -12 | 0.0
COc1cccc(C2OC34CCCCC3C(C#N)(C(=N)O4)C2(C#N)C#N)c1OC (configuration not stated) | -0.3 | 2 | 16 | 0.1
C=COCCn1c(Cl)nc2c1c(=O)n(C)c(=O)n2C | -1.0 | 11 | 9 | 0.1
COc1ccc(CCNC(=O)/C=C\C(=O)O)cc1OC | 5.0* | -5 | 4 | -0.2
CCCN(CCC)S(=O)(=O)c1cc2[nH]c(=O)c(=O)[nH]c2cc1C | -1.2 | 1 | 7 | 0.1
Cc1cc(I)ccc1NC(=O)c1c(C(=O)O)cccc1[N+](=O)[O-] | -1.6 | -1 | 10 | 0.0
COc1ccc(CCNc2cc(-c3ccc(OC)nc3)nc(N)n2)cc1 | -1.4 | 51* | 0 | 0.0
CC12CC(c3ccc(O)cc3O1)C(C(=O)c1ccccc1)C(=O)N2 (configuration not stated) | -1.8 | 0 | 5 | -0.4
O=C(NCc1cccc(C(F)(F)F)c1)c1ccnc(-c2ccc(C(=O)NC3CC3)cc2)c1 | 1.8 | 16 | 7 | 0.1
CCP(=O)(CC)c1ccccc1CO | 0.8 | -6 | 3 | 0.0
CCC(=O)OCC(=O)[C@@]1(OC(=O)CC)[C@@H](C)CC2C3CCC4=CC(=O)C=C[C@]4(C)C3(F)[C@@H](O)C[C@@]21C (some centres not stated) | 0.2 | -1 | -12 | -0.1
COc1ccc(CCN2CCC(N(CC3CC3)C(=O)c3cccc(C#N)c3)CC2)cc1 | 0.2 | -3 | -2 | -0.1

Quoted from the listing:
`Cc1cc(I)ccc1NC(=O)c1c(C(=O)O)cccc1[N+](=O)[O-]` | GPR151 ag = -1.6
`CC12CC(c3ccc(O)cc3O1)C(C(=O)c1ccccc1)C(=O)N2` (configuration not stated) | GPR151 ag = -1.8
`COc1ccc(CCNC(=O)/C=C\C(=O)O)cc1OC` | GPR151 ag = 5.0*
`O=C(NCc1cccc(C(F)(F)F)c1)c1ccnc(-c2ccc(C(=O)NC3CC3)cc2)c1` | FBW7 activator = 0.1

Remaining list, next part:
SMILES | GPR151 ag | TEAD-YAP block | MITF inh | FBW7 activator
Nc1ncnc(Sc2nc3ccccc3[nH]2)c1[N+](=O)[O-] | 1.5 | 3 | -5 | -0.1
N#Cc1ccccc1Sc1ccccc1N | 0.1 | -14 | -12 | -0.1
CC1=C(C)/C(=N\OS(=O)(=O)c2ccccc2)C=CC1=O | -0.8 | 8 | 30 | 0.3
CCC(=O)Nc1ccc(Br)c(C)n1 | -2.4 | -4 | -4 | -0.1
CC1=C(C(=O)OCc2ccc3c(c2)OCO3)C(c2ccc(N(C)C)cc2)NC(=O)N1 (configuration not stated) | 0.4 | 4 | -3 | -0.5
Cc1ccccc1N1C(=O)C(Cl)=C(Nc2ccc(F)cc2)C1=O | 2.0 | 4 | 3 | -0.2
CC(C)(C)c1ccc(OCC(=O)NNC(=O)c2ccco2)c(Br)c1 | 1.4 | -27 | -2 | -0.1
CN(C)c1cccc(CNC2CCN(Cc3ccncc3)CC2)c1 | 0.7 | 11 | 0 | 0.1
CCOC(=O)c1ccccc1NC(=O)c1cccnc1 | 2.2 | 13 | 15 | 0.2
COc1ccc(N/C(C)=C2/C(=O)C(=O)N(CCO)C2c2ccc([N+](=O)[O-])cc2)cc1 (configuration not stated) | -0.2 | 6 | -17 | -0.1
O=C(NCCCN1CCCC1=O)c1cccc(Nc2ccc(N3CCOCC3)cc2)n1 | 0.2 | -1 | -13 | 0.1
CCCS(=O)(=O)Nc1ccc(N2CCCCC2=O)c(OC)c1 | -0.3 | 4 | 0 | 0.3
Cc1ccc(C(=O)CSc2nnc3c4ccccc4n(C)c3n2)cc1 | 0.2 | -1 | -1 | -0.1
CCCC(C)COC(=O)C1=C(C)NC(=O)NC1c1ccc(OC)cc1OC (configuration not stated) | 0.3 | 6 | 2 | 0.1
COC(=O)c1ccc(N2C(=O)CC(NNC(N)=O)C2=O)cc1 (configuration not stated) | 1.5 | 2 | 12 | 0.1
COc1ccc(N2C(=O)c3ccc(-c4nc5ccc(C)cc5c(=O)o4)cc3C2=O)cc1 | 2.0 | 4 | 1 | 0.1
Cc1cc(-c2ccc(S(=O)(=O)NC3CCCC3)cc2)on1 | 1.4 | 1 | -6 | 0.0

Reprinted at random: 4 records from the list, in no set order.
SMILES | GPR151 ag | TEAD-YAP block | MITF inh | FBW7 activator
Cc1ccc(C(=O)CSc2nnc3c4ccccc4n(C)c3n2)cc1 | 0.2 | -1 | -1 | -0.1
COc1ccc(N2C(=O)c3ccc(-c4nc5ccc(C)cc5c(=O)o4)cc3C2=O)cc1 | 2.0 | 4 | 1 | 0.1
CCCC(C)COC(=O)C1=C(C)NC(=O)NC1c1ccc(OC)cc1OC (configuration not stated) | 0.3 | 6 | 2 | 0.1
Cc1cc(-c2ccc(S(=O)(=O)NC3CCCC3)cc2)on1 | 1.4 | 1 | -6 | 0.0
